D2 agonist – HTS Assay for Allosteric Agonists of the Human D2 Dopamine Receptor: Primary Screen for Agonists | HEK293 T-REx D2 cells, calcium flux agonist mode | activation, % at 2 µM | 340,000 compounds, 0.53% hits | AID 485358, 2010;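 active = activation over 3 SD above normal in the single-dose calcium agonist read, cut at about 30% in these data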; also: 0% is about no effect
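Tetracycline-induced HEK293 T-REx cells with force-coupled D2 receptor, plated overnight at 30 C, loaded with no-wash calcium dye. After a 10 s baseline, compound was pin-added and calcium flux read kinetically for 180 s; calcium rises flagged agonists.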
D1 PAM – Potentiators of Human D1 Dopamine Receptor: qHTS; D(1A) dopamine receptor (Homo sapiens), P21728; 360,000 compounds, 0.036% hits; potentiation, % at 10 µM; HEK293 TREx D1 cells, calcium flux, dopamine EC20 potentiation; in the data active = potentiation above about 30%; also: 0% is about no effect
D2 antag – HTS Assay for Allosteric Antagonists of the Human D2 Dopamine Receptor: Primary Screen for Antagonists | inhibition, % at 10 µM | AID 485344, 2010 | 340,000 compounds, 2% hits | HEK293 TREx D2 cells, calcium flux, dopamine EC80; in the data active = inhibition above about 30%; also: 0% is about no effect
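Cells plated overnight at 30 C with tetracycline; no-wash calcium dye, 30–90 min RT; 10 s baseline; compound pinned; 180 s read; EC80 dopamine added; another 180 s read.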
TRHR enhancer – qHTS for Small Molecule Agonists and Allosteric Enhancers of Human TRH Receptor: Primary Screen for Enhancers; TRHR cells, fluo-8 calcium fluorescence, EC20 TRH enhancement; enhancement, % at 2 µM; 360,000 compounds, 0.66% hits; in the data active = enhancement above about 30%; also: 0% is about no effect
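Enhancer read-out: after compound pinning and an initial kinetic agonist-mode read, an EC20 of TRH (10 nM final) was injected and fluo-8 calcium signal (Ex 480/Em 530) followed at 1 s/cycle for 100 cycles in TRHR-expressing cells.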
D1 antagonist – Antagonist of Human D 1 Dopamine Receptor: qHTS | activity change, negative = inhibition, % at 10 µM | HEK293 TREx D1 cells, calcium flux, dopamine EC80; stronger effect = lower value | 360,000 compounds, 3.2% hits | D(1A) dopamine receptor (Homo sapiens), P21728; in the data active = activity change below about -30%; also: % is scaled to controls: 0 for no effect and ±100 for the full control effect
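Tetracycline-induced HEK293 Trex D1 cells, force-coupled to calcium, dye-loaded; compounds added and read 180 s, then EC80 dopamine added and calcium flux tracked kinetically another 180 s.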
D2 PAM – HTS Assay for Positive Allosteric Modulators of the Human D2 Dopamine Receptor: Primary Screen for Potentiators; D(2) dopamine receptor (Homo sapiens), P14416; HEK293 T-REx D2, calcium flux, EC20 dopamine potentiation; potentiation, % at 10 µM; 340,000 compounds, 0.34% hits;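 active = potentiation over 3 SD above the plate norm, cut at about 30% in these data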; also: 0% is about no effect
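Potentiation of an EC20 dopamine calcium response measured kinetically over 180 s, after a preceding 180 s compound-only read flagging agonists. Cells: inducible Hek293 Trex D2 line, 4000/well, cultured overnight at 30 C before dye loading.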
RXFP1 antagonist – qHTS Assay for Antagonists of the Relaxin Receptor RXFP1; HEK293-RXFP1, relaxin-stimulated cAMP HTRF, 30 min; stronger effect = lower value; 350,000 compounds, 0.59% hits; activity change, negative = inhibition, % at 57.5 µM;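 active = activity change of -60% or lower, but not beyond a set lower limit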; also: % is scaled to controls: 0 for no effect and ±100 for the full control effect
Target sequence (Q9HBX9 whole entry, looked up): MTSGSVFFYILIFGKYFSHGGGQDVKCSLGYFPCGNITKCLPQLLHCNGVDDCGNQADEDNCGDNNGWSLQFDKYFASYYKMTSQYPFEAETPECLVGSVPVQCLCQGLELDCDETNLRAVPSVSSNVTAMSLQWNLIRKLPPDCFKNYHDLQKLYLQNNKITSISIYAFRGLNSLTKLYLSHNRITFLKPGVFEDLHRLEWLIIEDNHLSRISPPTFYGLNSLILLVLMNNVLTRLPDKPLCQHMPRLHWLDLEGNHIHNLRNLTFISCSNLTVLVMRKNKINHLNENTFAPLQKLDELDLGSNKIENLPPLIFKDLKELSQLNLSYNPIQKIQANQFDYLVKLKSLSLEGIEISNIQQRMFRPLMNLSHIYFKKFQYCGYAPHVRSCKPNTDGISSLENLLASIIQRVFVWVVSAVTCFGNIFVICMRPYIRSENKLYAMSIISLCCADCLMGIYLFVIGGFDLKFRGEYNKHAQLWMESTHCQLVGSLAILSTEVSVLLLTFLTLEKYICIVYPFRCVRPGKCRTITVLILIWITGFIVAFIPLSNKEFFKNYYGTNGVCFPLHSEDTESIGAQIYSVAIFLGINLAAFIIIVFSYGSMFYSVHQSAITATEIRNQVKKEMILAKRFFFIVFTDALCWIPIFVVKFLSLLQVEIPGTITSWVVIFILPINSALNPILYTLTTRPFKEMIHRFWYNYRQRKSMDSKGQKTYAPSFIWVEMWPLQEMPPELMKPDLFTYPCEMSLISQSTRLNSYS
D1 agonist – Allosteric Agonists of the Human D1 Dopamine Receptor: qHTS | HEK293 T-REx D1 cells, calcium flux, agonist mode | AID 504660, 2011 | 360,000 compounds, 1% hits | activation, % at 2 µM | D(1A) dopamine receptor (Homo sapiens), P21728; also: 0% is about no effect
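Agonism was scored from calcium flux recorded over 180 s (1 read/s) after pintool compound addition, following a 10-cycle baseline. Cells were inducible force-coupled HEK293 TREx D1, plated overnight at 30 C and loaded with no-wash calcium dye.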
TRHR ag – qHTS for Small Molecule Agonists and Allosteric Enhancers of Human TRH Receptor: Primary Screen for Agonists. Thyrotropin-releasing hormone receptor (Homo sapiens), P34981. TRHR cells, calcium flux fluo-8, FDSS agonist mode. activation, % at 2 µM. 360,000 compounds, 0.18% hits. AID 493084, 2011; also: 0% is about no effect
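Read-out: compound-evoked intracellular calcium rise in TRHR cells, fluo-8 dye, kinetic FDSS fluorescence at 1 s/cycle following a 10-cycle baseline. Cells cultured overnight before dye loading (30 min–1.5 h, RT).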
Numbers without * were called inactive; nt = no result given; & = joins results of further samples. Rule as the data show it, unless noted: active = activation above about 30%; inactive = the rest.

Every second line gives: D2 agonist	D1 PAM	D2 antag	TRHR enhancer	D1 antagonist	D2 PAM	RXFP1 antagonist	D1 agonist	TRHR ag
Cc1cccc(C(=O)NC2CCN(C(=O)Nc3ccccc3C)CC2)c1
 : 0.0	-5	2	-3	2	1	14	2	-0.4
NC(=O)c1ccc(-c2nnn(CC(=O)N(C3CCCCC3)C3CCS(=O)(=O)C3)n2)cc1 (stereo not drawn)
 : 0.4	-4	9	9	-7	1	-7	0	1.4
Cc1cccc(C)c1OCCCCc1c(C)n[nH]c1C
 : 0.2	-7	-29	10	2	-5	-13	0	-0.6
CC1=C(C(=O)Nc2cc(Cl)ccc2C)C(c2ccccc2F)n2ncnc2N1 (stereo not drawn)
 : 0.2	0	nt	20	-7	3	nt	13	0.2
COc1ccc(C(=O)Oc2cccnc2)cc1
 : 0.0	-5	-6	4	-32*	10	-11	1	-0.4
COc1ccc(-c2noc(CCC(=O)NCCCN3CCC(C)CC3)n2)cc1
 : 3.6	-2	0	4	-2	-4	-4	1	0.7
Cc1ccccc1NC(=O)Cc1nc(COC(=O)C(NC(=O)c2ccccc2C)C(C)C)cs1 (stereo not drawn)
 : nt	-7	nt	2	3	nt	-7	4	0.2
Cc1ccc(S(=O)(=O)N2CCN(c3ccc(C(=O)N4CCOCC4)cc3[N+](=O)[O-])CC2)cc1
 : 0.0	-5	-6	-5	-3	14	-4	11	0.1
O=C(O)c1ccc(/C=C2/SC(=S)N(Cc3ccccc3)C2=O)cc1
 : -1.4	30*	1	4	2	15	-9	2	0.1
Cc1cccc(N(CC(=O)NC2CCCCC2)C(=O)c2c(C)noc2C)c1
 : -1.1	4	1	-9	1	0	-12	1	-0.7
Cc1cc(C)nc(-n2ncc3c2CC(c2ccccc2)CC3=O)n1 (stereo not drawn)
 : 48*	14	-9	2	11	-21	5	3	-0.3
CC(NC(=O)c1ccc(Cn2c(SCc3ccccc3)nc3cccnc32)cc1)c1ccccc1 (stereo not drawn)
 : 2.7	0	nt	11	7	3	-18	11	1.7
Cc1ccc2oc(C(=O)N(Cc3ccccc3F)C3CCS(=O)(=O)C3)c(C)c2c1 (stereo not drawn)
 : 3.0	2	nt	1	-11	-1	-32	19	0.7
CNC(=O)c1ccc(-c2ccccc2)s1
 : -0.8	-15	1	-2	5	-10	-5	0	-0.2
O=C(C1CC1)N(CCN(C(=O)C1CC1)c1ccccc1)c1ccccc1
 : 1.2	-8	20	4	15	-6	-4	0	-0.4
Cc1ccc(C)c(Oc2cc(F)nc(N)n2)c1
 : -0.6	1	6	-2	5	-5	-7	2	-1.3
CC1(C)Cc2c(c(-c3ccco3)nc3sc4c(NCC5CCCO5)ncnc4c23)CO1 (stereo not drawn)
 : 3.6	-6	-8	-1	2	5	17	0	0.9
C#CCSc1nccc(-c2nn(-c3ccc(C)cc3)ccc2=O)n1
 : 0.5	-3	32*	-3	-9	-18	10	-2	0.7
CC(C)(CO)NC(=S)NCc1ccco1
 : -0.2	-4	-34	-3	9	3	-33	3	1.3
CC(C)C[C@H](NC(=O)OC(C)(C)C)c1nnc(SCc2cccc(F)c2)o1
 : -2.0	6	-9	4	-13	-11	-18	31*	0.1
COc1ccc(/C=C/c2nc3cc(-c4ccccc4)ccc3o2)cc1O
 : 0.9	-4	22	0	-4	-21	-19	7	2.1
CCOC(=O)c1c(C)c(/C=N/Nc2ccccc2)n(C)c1C
 : -0.7	-4	-7	-8	13	12	-15	6	-1.3
COC(=O)c1cn(Cc2cccc(C)c2)nn1
 : 0.7	-1	4	7	-10	13	nt	6	0.3
CC(C)(C)NC(=S)NCc1ccc2c(c1)OCO2
 : 0.2	-4	1	8	-25	1	-2	6	0.1
COc1ccccc1C(=O)COC(=O)CN1C(=O)C2CC=CCC2C1=O (stereo not drawn)
 : -0.2	-5	-7	-3	10	2	11	1	-0.2
CCOC(=O)c1c(N2C(=O)C3CC(C)=C(C)CC3C2=O)sc(C)c1C (stereo not drawn)
 : nt	1	nt	4	-8	nt	-18	2	-0.1
CNC(=O)/C(C#N)=C/c1c(N2CC(C)OC(C)C2)nc2ccccn2c1=O (stereo not drawn)
 : 0.2	-5	3	1	-3	-1	5	3	-1.0
CSc1cccc(Nc2cc(C(=O)NCCCN(Cc3ccccc3)C(C)C)c3ccccc3n2)c1
 : -0.9	-7	nt	-6	-26	-18	-11	9	0.7
Cc1n[nH]c(C)c1CCC(=O)N/N=C/c1c(C)[nH]c2ccccc12
 : -0.4	-2	-9	9	-16	-7	15	1	0.1
C#CCOC(=O)c1ccc(-n2cncn2)nc1
 : 0.4	-5	8	-1	-6	4	2	0	0.5
Cn1cnnc1SCC(=O)c1c(N)n(Cc2ccccc2)c(=O)n(C)c1=O
 : 0.8	-7	2	-7	-60*	-4	-7	0	0.3
Cc1ccc(C)c(NC(=O)CN(C)C(=O)c2cc([N+](=O)[O-])ccc2N2CCOCC2)c1
 : -0.5	-9	20	0	-4	-8	0	1	-0.4
O=C(Nc1ccccc1)N1CCSCC1
 : 0.3	-1	-1	7	12	-2	-11	3	0.2
CCOC(=O)c1sc(=NC(=O)C2CC2)n(C)c1C
 : -0.5	-3	1	-1	-6	-5	-2	1	-0.2
Cc1nnc(SCC(=O)N(CC(C)C)C2CCS(=O)(=O)C2)s1 (stereo not drawn)
 : -0.1	-2	6	7	-4	6	-2	0	1.4
Cc1ccc(OCCn2ncc3ccccc3c2=O)c(C)c1
 : -0.5	0	10	2	-5	4	4	2	-0.3
CCOc1ccccc1-n1c(SCC(N)=O)nnc1-c1ccc(O)cc1
 : 0.4	-2	3	-14	28	5	12	2	-1.0
NC(=S)N=Nc1c(O)n(Cc2ccccc2)c2ccccc12
 : -1.5	-6	-5	-4	-7	-10	-14	1	-1.0
CSc1ccccc1NC(=O)Cn1ccsc1=N
 : 3.8	-7	8	-2	-8	-6	2	2	-0.3
CCN(CC)S(=O)(=O)c1cc(NC(=O)C2=COCCO2)ccc1Cl
 : 0.1	1	-15	-8	3	8	-8	7	0.4

Five successive compounds from above, quoted:
Every second line gives: D2 agonist	D1 PAM	D2 antag	TRHR enhancer	D1 antagonist	D2 PAM	RXFP1 antagonist	D1 agonist	TRHR ag
Cn1cnnc1SCC(=O)c1c(N)n(Cc2ccccc2)c(=O)n(C)c1=O
 : 0.8	-7	2	-7	-60*	-4	-7	0	0.3
Cc1ccc(C)c(NC(=O)CN(C)C(=O)c2cc([N+](=O)[O-])ccc2N2CCOCC2)c1
 : -0.5	-9	20	0	-4	-8	0	1	-0.4
O=C(Nc1ccccc1)N1CCSCC1
 : 0.3	-1	-1	7	12	-2	-11	3	0.2
CCOC(=O)c1sc(=NC(=O)C2CC2)n(C)c1C
 : -0.5	-3	1	-1	-6	-5	-2	1	-0.2
Cc1nnc(SCC(=O)N(CC(C)C)C2CCS(=O)(=O)C2)s1 (stereo not drawn)
 : -0.1	-2	6	7	-4	6	-2	0	1.4

New compounds follow.
Every second line gives: D2 agonist	D1 PAM	D2 antag	TRHR enhancer	D1 antagonist	D2 PAM	RXFP1 antagonist	D1 agonist	TRHR ag
O=C(CSc1nnc2sc3ccccc3n12)N1CCN(c2ccccc2)CC1
 : -2.6	-5	-2	-4	-59*	20	-4	-3	0.1
O=c1[nH]cnc2scc(-c3ccccc3)c12
 : 0.1	-5	7	29	4	4	3	5	-0.3
COc1ccc(NC(=O)c2cc3ccccn3n2)cc1
 : 0.2	nt	14	4	-2	-7	1	1	0.1
CN(C)CCNC(=O)C1(O)c2cc(Br)ccc2NC(=O)N1c1ccc(Cl)cc1 (stereo not drawn)
 : -1.1	-1	0	-3	-10	-4	-24	0	0.5
O=C(Nc1nccs1)[C@@H]1CCCN1S(=O)(=O)c1ccccc1F
 : -0.5	4	-2	3	-9	3	-8	3	0.7
COc1cccc(/C=N/Nc2nc(Nc3ccc([N+](=O)[O-])cc3)nc(N3CCCC3)n2)c1O
 : 0.1	-1	-41	0	17	4	-32	3	-0.4
Cc1ccc(S(=O)(=O)N2CCC(C(=O)N/N=C/c3ccncc3)CC2)cc1
 : 1.7	-5	-11	3	19	9	1	1	-0.3
N/C(=N\N=C/c1ccc(F)cc1)N/N=C\c1ccc(F)cc1
 : -1.5	-10	40*	5	-59*	4	-19	11	-0.6
CCN1CCN(c2nc(-c3ccccn3)nc3ccccc23)CC1
 : 0.9	-8	1	11	-4	6	28	2	-0.6
COc1ccccc1-n1c(C)c(C(=O)O)c2cc(OC)c3ccccc3c21
 : -1.1	-5	-15	-1	-11	-6	-7	2	0.8
COCCN(C(=O)CC(C)(C)C)c1nnc(-c2cccnc2)s1
 : -1.8	-3	0	1	9	-2	-11	3	-0.1
COc1cc2[nH]c(=O)n(Cc3ccc(C(=O)NCC4CCCO4)cc3)c(=O)c2cc1OC (stereo not drawn)
 : 0.5	-2	-16	5	-17	8	-6	3	0.3
Cn1c(SCC(=O)Nc2cc(S(=O)(=O)N3CCOCC3)ccc2N2CCOCC2)nnc1-c1ccncc1
 : 0.2	-1	-10	-3	11	-6	-2	4	0.3
CC1CCCC(C)N1C(=O)CSc1nnc(C2CCCCC2)o1 (stereo not drawn)
 : 0.0	1	90*	-22	-1	-8	-1	2	-0.3
NC(=O)c1ccsc1NC(=O)COC(=O)Cc1cccc2ccccc12
 : 1.4	6	-1	9	-30	23	-10	12	0.1
c1ccc(-c2ccc(C3=Nn4c(nnc4-c4cc(-c5ccccc5)n[nH]4)SC3)cc2)cc1
 : -0.1	6	-12	4	-3	-1	-7	1	0.1
CCN(CC)C(=O)CSC1=C(C#N)C(c2ccco2)C(C(=O)OCCOC)=C(C)N1 (stereo not drawn)
 : 1.5	-3	-8	3	-11	-2	-6&-1	8	-0.1
COCCNC(=O)C(OC(=O)c1ccco1)c1ccccc1OC (stereo not drawn)
 : 0.3	0	-1	2	-23	15	8	1	-0.9
Cn1cc(S(=O)(=O)N2CCc3ccccc3C2)c(=O)n(C)c1=O
 : 0.3	-5	-11	2	3	16	6	2	-0.5
COc1ccc(OC)c(CNC(=O)C2CCN(S(=O)(=O)c3cn(C)cn3)CC2)c1
 : nt	1	nt	1	-4	3	2	0	-1.8
COn1c(SCc2ccc(C)cc2C)nc2ccccc2c1=O
 : 1.1	-3	4	-3	19	7	0	8	-0.2
CN1C(=O)CSc2ccc(NC(=O)N3CCc4ccccc43)cc21
 : 0.8	-10	3	1	8	3	-4	3	0.0

Screening data deposited in PubChem BioAssay by National Center for Advancing Translational Sciences (NCATS).
